Source: PubChem BioAssay
tim23-1 inh – growth inhibitors of tim23-1 mutant yeast, primary screen, luminescence, uHTS. hit rate 1.3% among 330,000. inhibition, % at 20 µM. S. cerevisiae tim23-1 growth, BacTiter-Glo luminescence, 24 h. AID 463212, 2010;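 active = growth inhibition of the mutant yeast at or above 50%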;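 also: temperature-sensitive mutant grown at 25 °C; plate controls were DMSO-treated mutant yeast for no effect and medium wells lacking yeast for full effect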
Jurkat NFkB inh – inhibitors of induced NF-kB luciferase reporter, primary screen, TCR NF-kB activation inhibitor project, cell-based, luminescence, uHTS; Jurkat, PMA/ionomycin-induced NF-kB luciferase reporter; inhibition, % at 4 µM; hit rate 0.53% among 330,000; AID 435003, 2010; in the data active = inhibition above about 50%
Mdm2 MdmX PPI – inhibitors of human Mdm2-MdmX association, primary screen, cell-based, luminescence, split luciferase, SaOS-2, uHTS; Protein Mdm4 (Homo sapiens) + E3 ubiquitin-protein ligase Mdm2 (Homo sapiens), …; hit rate 3% among 330,000; AID 485346, 2010; SaOS-2 split-luciferase Mdm2/MdmX complementation; inhibition, % at 8 µM;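 active = inhibition of at least 50% at 8 µM in the primary screen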
Target sequence (O15151 whole entry, looked up): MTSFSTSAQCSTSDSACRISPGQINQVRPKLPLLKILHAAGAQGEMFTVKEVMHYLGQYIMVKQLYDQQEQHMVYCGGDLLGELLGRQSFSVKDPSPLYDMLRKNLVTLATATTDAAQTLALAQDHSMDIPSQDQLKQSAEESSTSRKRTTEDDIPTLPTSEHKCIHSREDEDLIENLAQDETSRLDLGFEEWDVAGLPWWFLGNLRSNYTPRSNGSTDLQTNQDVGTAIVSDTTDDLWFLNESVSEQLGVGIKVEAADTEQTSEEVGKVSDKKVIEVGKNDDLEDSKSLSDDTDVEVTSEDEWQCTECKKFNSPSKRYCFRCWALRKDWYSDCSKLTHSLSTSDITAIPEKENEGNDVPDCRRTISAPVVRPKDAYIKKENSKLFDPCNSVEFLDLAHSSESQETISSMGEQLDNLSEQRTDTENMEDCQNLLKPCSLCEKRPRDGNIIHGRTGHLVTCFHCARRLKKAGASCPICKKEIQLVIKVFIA
Target sequence (Q00987 whole entry, looked up): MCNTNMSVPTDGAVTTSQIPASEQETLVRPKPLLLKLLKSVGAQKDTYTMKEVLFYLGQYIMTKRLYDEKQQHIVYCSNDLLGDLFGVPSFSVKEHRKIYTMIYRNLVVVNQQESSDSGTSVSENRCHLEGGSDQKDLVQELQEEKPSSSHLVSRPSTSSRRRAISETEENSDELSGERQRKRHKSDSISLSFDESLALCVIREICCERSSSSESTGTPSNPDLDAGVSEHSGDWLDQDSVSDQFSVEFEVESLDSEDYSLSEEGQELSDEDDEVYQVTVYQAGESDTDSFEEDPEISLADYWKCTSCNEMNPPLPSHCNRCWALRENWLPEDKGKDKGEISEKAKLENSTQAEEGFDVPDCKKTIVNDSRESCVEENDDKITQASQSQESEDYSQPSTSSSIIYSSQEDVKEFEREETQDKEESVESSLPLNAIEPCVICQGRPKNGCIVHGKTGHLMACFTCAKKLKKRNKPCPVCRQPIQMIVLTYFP
697 NFkB inh – inhibitors of PMA/ionomycin-induced NF-kB reporter, 697 cells, primary screen, B-cell NF-kB inhibitor project, cell-based, luminescence, uHTS; 697 B-cell NF-kB luciferase reporter, 16 h; inhibition, % at 4 µM; hit rate 0.33% among 330,000; AID 435022, 2010; in the data active = inhibition above about 35%
APJ antag – antagonists of human apelin receptor APJ, primary screen, CHO-K1 cells, beta-arrestin complementation, luminescence; P35414; AID 2521, 2010; inhibition, % at 20 µM; hit rate 0.32% among 330,000;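 active = inhibition above about 40% at 20 µM, limit read from the data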;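 also: cells challenged with 10 nM apelin-13 agonist together with compound; plate controls were apelin-13 plus DMSO wells for no effect and DMSO wells lacking apelin-13 for full effect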
APJ ag – agonists of human apelin receptor APJ, primary screen, CHO-K1 cells, PathHunter beta-arrestin, luminescence | AID 2520, 2010 | 0% DMSO wells, 100% apelin | hit rate 0.11% among 330,000 | activation, % at 20 µM | P35414;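 active = activation more than six SD over the plate average, tested at 20 µM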;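 also: 0% = DMSO alone and 100% = apelin-13 at 10 nM; some results filed as inactive read as strong as hits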
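Test system – PathHunter CHO-K1 APJ (AGTRL-1) beta-arrestin reporter cells · Input – 1000 cells/well · Compound – single test compound dose, 20 µM final, 1% DMSO · Times – compound stimulation 90 min at 25 °C, detection 60 min · Technique – beta-gal luminescence · Read-out basis – APJ–arrestin association signal · Control set – negative DMSO alone, positive Apelin-13 at 10 nM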
UPR XBP1 act – activators of adaptive XBP1 UPR arm, primary screen, cell-based, CHO-XBP1 luciferase reporter, luminescence, uHTS; IRE1-XBP1 UPR activation; percent of tunicamycin response, DMSO as zero; activation, % at 20 µM; hit rate 0.33% among 330,000;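 active = versus positive control, 20 µM dose yields 30% or more activation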;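 also: 100% = tunicamycin at 10 µg/mL and 0% = DMSO only wells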
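Assay system: CHO-XBP1 luciferase reporter cells; Schedule: 6 h treatment, 37 °C; Detection: glow luminescence from Steady-Glo reagent; Benchmarks: high control tunicamycin 10 µg/mL final, low control DMSO vehicle only.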
CHOP UPR activ – activators of apoptotic CHOP UPR arm, primary screen, cell-based, CHO-CHOP luciferase reporter, luminescence, uHTS | UPR activation; percent of tunicamycin response over DMSO baseline | activation, % at 10 µM | hit rate 0.34% among 330,000;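 active = at 10 µM dose, activation of 40% or more, normalized to positive control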;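 also: 100% = tunicamycin at 10 µg/mL and 0% = DMSO alone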
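Assay system: CHO cells with stable CHOP pathway luciferase reporter; Buffer or medium: F12 plus 10% serum; Times: 16-18 h cell attachment, then 6 h compound exposure, 37 °C; Signal: luciferase luminescence; Read-out basis: percent activation relative to tunicamycin control; Control set: tunicamycin high control, DMSO low control.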
Starred values were filed as active, the others as inactive.

#	structure	Mdm2 MdmX PPI	UPR XBP1 act	APJ antag	CHOP UPR activ	Jurkat NFkB inh	tim23-1 inh	697 NFkB inh	APJ ag
1	CN1CCN(NC(=O)c2ccc(Cl)c(S(=O)(=O)Nc3ccc(Cl)cc3)c2)CC1	5	-3	-32	-1.9	-18	2	10	-3
2	COC(=O)[C@H](Cc1c[nH]c2ccccc12)NC(=O)Nc1ccccc1OC	-8	1	-5	0.3	8	-3	-2	-1
3	CCC1COCCS(=O)(=O)N1Cc1cccc(C(F)(F)F)c1 (centres undefined)	3	-1	1	-0.7	1	-2	-12	1
4	COc1cc(CC(=O)N/N=C/c2ccccc2)c([N+](=O)[O-])cc1OC	10	-2	-1	0.1	-1	5	-16	5
5	COC(=O)c1cnn(-c2nc(OC)cc(OC)n2)c1C	-5	1	3	-2.6	-2	2	11	-1
6	Cc1ccc(S(=O)(=O)N2[C@@H](c3cccc(C)c3)C(C(=O)O)=C[C@H]2C(C)(C)C)cc1	-7	0	7	0.1	1	5	-6	-4
7	CCOC(=O)[C@H]1[C@H]2COc3ccc(Br)cc3[C@@H]2N2C(=O)CN(Cc3ccco3)C(=O)[C@@]12C	2	-4	4	1.5	6	21	11	0
8	C=C[C@@H]1c2cccc(C)c2N(S(=O)(=O)c2ccc(C)cc2)[C@H](c2ccccc2)C1(C#N)S(=O)(=O)c1ccccc1 (some centres undefined)	-13	-3	-5	5.4	0	20	2	-1
9	COc1ccc(/C=N/NC(=O)CNC(=O)/C=C/c2ccccc2OC)cc1	-4	-2	0	-1.9	13	17	-1	-3
10	CC(=O)NC(NC(C)=O)c1ccc(Br)cc1	-18	-2	2	-0.4	10	-5	20	-3
11	COc1ccc(CCNC(=O)C/C(C)=N/NC(=O)C(c2ccccc2)c2ccccc2)cc1OC	-3	-3	11	5.2	3	14	14	-1
12	COC(=O)C1=C(C(=O)OC)C2(OC1c1ccc(Br)cc1)C(=O)c1ccccc1C2=O (centres undefined)	-4	0	12	5.5	12	20	-4	-5
13	CCSc1nc2sc3c(c2c(=O)n1-c1ccccc1)CCN(C)C3	5	-4	17	0.9	8	21	1	-2
14	Cc1ccc(Cn2c(/C=C/c3ccco3)nc3ccccc32)cc1	-58	4	6	9.3	9	48	3	-1
15	O=C(/C=C/c1ccc(OCc2cccc(Cl)c2)cc1)N1CCOCC1	8	4	3	1.4	6	10	7	-2
16	O=C(NCCc1ccccc1)c1cc(S(=O)(=O)N2CCOCC2)ccc1F	-12	0	2	0.6	-7	24	-2	-3
17	O=C(CN1C(=O)c2ccccc2C1=O)N1CCN(c2nnc(-c3ccccc3)c3ccccc23)CC1	13	3	11	-0.9	14	-14	8	-5
18	COc1ccc2[nH]c(=O)c(CN(c3ccccc3OC)S(=O)(=O)c3ccccc3)cc2c1	60*	0	-1	1.6	25	21	-2	0
19	Cc1ccc(N=Cc2c(O)n(C)c(=O)n(C)c2=O)nc1	12	1	12	3.9	8	25	9	-3
20	O=C(NCCNC(=O)c1ccccn1)c1cccc(F)c1	-3	2	12	0.5	15	-69	10	2
21	O=C(O)/C(=C\c1ccc(Cl)c([N+](=O)[O-])c1)c1ccc(S(=O)(=O)N2CCCC2)s1	-2	-3	-10	-2.5	-1	-1	21	-1
22	CC(=O)NCC(=O)OCc1ccc([N+](=O)[O-])cc1	14	-4	11	-2.1	-1	-5	29	-3
23	O=C(NCc1ccccc1Cl)c1ccc(Cn2cc(C(F)(F)F)ccc2=O)cc1	9	0	11	-3.7	12	9	4	-3
24	CCOC(=O)C1CCN(C(=O)c2cccnc2)CC1	-7	0	6	-1.6	9	13	-10	1
25	COc1ccc(-c2noc(CN3CCCCC3)n2)cc1OC	-31	0	13	0.8	-14	9	-8	-2
26	C[C@H](NC(=O)c1nc[nH]c1C(=O)NCc1ccccc1)C(=O)OC(C)(C)C	-23	-6	-1	2.4	-6	17	-25	0
27	CCN(C[C@H]1N[C@@](C)(C(=O)OC)[C@H]2C(=O)N(Cc3ccccc3)C(=O)[C@@H]12)C(=O)COC	7	0	-5	0.2	-18	-9	-3	-1
28	Cc1ccc(OCC(O)CN2CCN(c3ccccn3)CC2)c(C)c1 (centres undefined)	15	-2	8	-0.6	16	-16	-7	-4
29	COC(=O)c1cccc(S(=O)(=O)N2CCCC2)c1	11	-2	-11	0.1	-2	12	9	-4
30	O=C(COC(=O)c1ccc(O)cc1)Nc1ccccc1	-5	1	-19	0.3	-2	15	6	0
31	Cc1nc([N+](=O)[O-])cn1CC(=O)c1ccc(F)cc1	-25	3	16	0.5	5	2	2	-3
32	Cc1ccc(-n2nc3c(c2NC(=O)c2ccc4c(c2)OCO4)CS(=O)C3)cc1 (centres undefined)	11	1	11	-0.8	11	0	-12	-1

Some values from the results shown:
COc1ccc(-c2noc(CN3CCCCC3)n2)cc1OC @ Mdm2 MdmX PPI = -31
Cc1ccc(-n2nc3c(c2NC(=O)c2ccc4c(c2)OCO4)CS(=O)C3)cc1 (centres undefined) @ CHOP UPR activ = -0.8

(cont.)
#	structure	Mdm2 MdmX PPI	UPR XBP1 act	APJ antag	CHOP UPR activ	Jurkat NFkB inh	tim23-1 inh	697 NFkB inh	APJ ag
33	COc1cc(/C=N/NC(=O)c2ccc3c(c2)OCCO3)c(Br)c(Br)c1O	-49	0	8	1.0	5	1	16	-1
34	Cc1cccc2nc(CSc3nnnn3-c3ccccc3)cn12	-14	-1	2	1.1	8	19	5	1
35	CCN(CC)c1ccc(NC(=O)CCCCCN2C(=O)c3ccccc3C2=O)cc1	17	-4	-10	-0.9	1	43	6	6
36	COc1ccc(CCNC(=O)CSCc2c(F)cccc2Cl)cc1OC	1	-2	11	-1.3	-1	9	16	0
37	CCc1ccccc1NC(=O)Cn1c(=O)n(-c2ccc(CC(=O)NCC3CCCO3)cc2)c(=O)c2ccccc21 (centres undefined)	-1	-1	12	0.2	-1	13	18	-3
38	Cc1cc(SCC(=O)N(C)C2CCS(=O)(=O)C2)nc2c(C)cccc12 (centres undefined)	-6	1	-7	-1.3	-8	24	-10	0
39	CCCCN1C[C@H](C)[C@@H](CC(=O)NCc2ccccc2)C1=O	9	2	-4	-1.6	4	21	10	8
40	Cc1cc(C)n(-c2ccc(C(=O)OCC(=O)Nc3cc(S(C)(=O)=O)ccc3Cl)cc2)n1	-13	0	-14	-1.4	4	21	3	2
41	CN(C(=S)Nc1ccc(F)cc1)C(c1ccccc1)c1ccccc1	15	-8	11	1.3	16	28	-7	-1
42	O=C1C=CC(=O)N1Cc1ccccc1	-9	-6	-28	2.4	-6	20	3	2
43	Cn1ccsc1=NC(=O)c1ccccc1F	-33	2	-2	1.5	-17	8	-6	-2
44	Cc1ccc(S(=O)(=O)NNC(=O)CCCCC(=O)NNS(=O)(=O)c2ccc(C)cc2)cc1	7	-4	-7	1.7	8	11	9	-3
45	O=C(c1cccc([N+](=O)[O-])c1)N1CCCC(C(=O)N2CCCCCC2)C1 (centres undefined)	4	-4	8	-0.5	3	0	1	-2
46	CCOc1ccc2oc(C(=O)NCC(c3ccco3)N(C)C)c(C)c2c1 (centres undefined)	6	-1	6	-0.7	4	-2	-4	-4
47	CCCNC(=S)N1CCN(c2nc(-c3ccc(C)cc3)cs2)CC1	6	-2	1	1.4	-5	19	6	0
48	CCOC(=O)CC(=O)CSc1ncnc2c1oc1ccccc12	4	2	12	-0.1	-16	12	1	-3
49	CCc1cc(C(=O)N2CCCC(C(=O)c3ccc(Oc4ccccc4)cc3)C2)n(C)n1 (centres undefined)	37	-9	9	1.0	-4	43	-7	-6
50	CCn1nnnc1SCC(=O)Nc1ccc2c(c1)OCO2	-18	1	5	3.3	-9	-3	5	-2
51	O=C1OCCC1N1C(=O)c2ccccc2S1(=O)=O (centres undefined)	1	12	15	-2.0	-5	9	8	-2
52	O=C(CCl)Nc1cccc(S(=O)(=O)N2CCCCCC2)c1	98*	-1	-16	15	21	48	17	-2
53	CN(Cc1ccccc1)c1ccc(C(CC(N)=O)NC(=O)c2ccccc2)cc1[N+](=O)[O-] (centres undefined)	9	-2	15	0.1	12	6	-6	-5
54	Cn1nnnc1SCC(=O)Nc1ccccc1-c1ccccc1	-5	0	6	1.2	-5	16	-4	3
55	COc1cccc(-c2nnc3sc(-c4ccco4)nn23)c1	-26	6	12	6.2	-26	5	-62	-2
56	CCC1=C(OC(=O)N(CC)CC)N2C(=O)OC(=NCC(=O)OC)[C@]2(Cc2ccccc2)[C@H]2C1=CC[C@H]1C(=O)N(c3ccccc3)C(=O)[C@H]12	-9	4	20	-0.2	-27	24	-30	8
57	CCc1cccc(NC(=O)CCNS(=O)(=O)c2ccc3[nH]c(=O)oc3c2)c1	19	-3	4	0.9	18	14	5	-3
58	CCn1c(=O)c2ccccc2n2c(SCC(=O)NCc3cccs3)nnc12	1	0	-6	-0.7	5	7	7	-4

Structures shown so far that have fluorine (8):
#	structure	Mdm2 MdmX PPI	UPR XBP1 act	APJ antag	CHOP UPR activ	Jurkat NFkB inh	tim23-1 inh	697 NFkB inh	APJ ag
3	CCC1COCCS(=O)(=O)N1Cc1cccc(C(F)(F)F)c1 (centres undefined)	3	-1	1	-0.7	1	-2	-12	1
16	O=C(NCCc1ccccc1)c1cc(S(=O)(=O)N2CCOCC2)ccc1F	-12	0	2	0.6	-7	24	-2	-3
20	O=C(NCCNC(=O)c1ccccn1)c1cccc(F)c1	-3	2	12	0.5	15	-69	10	2
23	O=C(NCc1ccccc1Cl)c1ccc(Cn2cc(C(F)(F)F)ccc2=O)cc1	9	0	11	-3.7	12	9	4	-3
31	Cc1nc([N+](=O)[O-])cn1CC(=O)c1ccc(F)cc1	-25	3	16	0.5	5	2	2	-3
36	COc1ccc(CCNC(=O)CSCc2c(F)cccc2Cl)cc1OC	1	-2	11	-1.3	-1	9	16	0
41	CN(C(=S)Nc1ccc(F)cc1)C(c1ccccc1)c1ccccc1	15	-8	11	1.3	16	28	-7	-1
43	Cn1ccsc1=NC(=O)c1ccccc1F	-33	2	-2	1.5	-17	8	-6	-2
